Casp6 inh: inhibitors of human caspase-6; purified caspase-6, Z-VEID-R110 cleavage fluorescence; inhibition, % at 12.5 µM; 350,000 tested, 0.53% active;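 active = mean inhibition across replicates at least about 35%, with every replicate also reaching that limit, limit read from the data; inconclusive = only one of the two criteria met; inactive = neither criterion met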;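 also: 0% = median of neutral control wells and 100% = no fluorescence left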
Target sequence (P55212 24-179 limits assumed): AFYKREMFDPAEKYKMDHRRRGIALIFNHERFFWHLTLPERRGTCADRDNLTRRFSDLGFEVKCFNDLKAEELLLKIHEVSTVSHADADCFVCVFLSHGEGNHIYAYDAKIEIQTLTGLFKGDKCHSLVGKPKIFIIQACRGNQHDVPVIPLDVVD
Target sequence (P55212 194-293 limits assumed): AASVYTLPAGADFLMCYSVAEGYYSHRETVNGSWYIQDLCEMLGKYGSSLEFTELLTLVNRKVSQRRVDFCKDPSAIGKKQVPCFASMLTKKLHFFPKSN
C2C12 statin: suppression of simvastatin myotoxicity. C2C12 myotubes + simvastatin, ATP luminescence, 48 h; scaled: DMSO 0, geranylgeraniol control 100. rescue of ATP level, % at 7.49 µM. 330,000 tested, 0.78% active;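 active = mean ATP rescue above about 67%, or every replicate alone reaching that limit, limit read from the data, passing the limit was not always enough; inconclusive = no clear call, values can overlap the other calls; inactive = mean under the limit and some replicate under it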;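 also: myotubes were challenged with 10 µM simvastatin during compound exposure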
SIRT5 inh: sirtuin-5 (human) deacylase inhibition. Q9NXA8. Purified SirT5, succinyl-peptide AMC, trypsin-coupled fluorescence. inhibition, % at 15 µM. 330,000 tested, 1.1% active. AID 652115; in the data active = inhibition above about 15%; inconclusive = no clear call, values can overlap the other calls
Target sequence (Q9NXA8 whole entry, looked up): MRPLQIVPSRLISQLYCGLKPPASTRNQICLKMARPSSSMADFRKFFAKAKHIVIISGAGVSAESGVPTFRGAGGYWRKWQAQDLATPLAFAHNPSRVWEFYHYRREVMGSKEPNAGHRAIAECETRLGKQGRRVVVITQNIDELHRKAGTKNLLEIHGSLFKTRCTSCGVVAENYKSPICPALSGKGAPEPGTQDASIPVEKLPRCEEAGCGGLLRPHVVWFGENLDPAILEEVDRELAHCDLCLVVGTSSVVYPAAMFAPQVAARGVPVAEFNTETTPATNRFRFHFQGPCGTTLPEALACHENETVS
FN deposit inh: fibronectin deposition inhibition; AH1F fibroblasts, Alexa488-fibronectin deposition fluorescence, overnight; inhibition, % at 12.6 µM; 350,000 tested, 0.086% active; AID 743247;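 active = mean inhibition across replicates of 30% or more, regardless of how many single replicates reach that level; inconclusive = mean under 30% yet at least half of replicates reach 30%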;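 also: positive control wells lacked labelled fibronectin entirely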
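Schedule: 1 h cell adhesion before compound, then overnight fibronectin incubation; test system: AH1F fibroblast monolayer depositing Alexa488-labelled fibronectin into matrix; quantity: 10000 AH1F cells per well; probe or stimulus: fluorescent fibronectin at 24 nM final; signal: fluorescence, ex 485 nm, em 525 nm; evaluation: percent inhibition as loss of matrix-bound fibronectin fluorescence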
S100A4 inh HTS: inhibitors of human S100A4 binding to myosin IIA peptide; P26447; S100A4/TAMRA-MyoIIA peptide fluorescence polarization; inhibition, % at 10.7 µM; 360,000 tested, 0.14% active;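 active = mean inhibition of at least 70% across replicates, with every replicate also reaching that level; inconclusive = mean inhibition reaches 70% but some replicates fall short; inactive = mean inhibition below 70%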
Target sequence (P26447 whole entry, looked up): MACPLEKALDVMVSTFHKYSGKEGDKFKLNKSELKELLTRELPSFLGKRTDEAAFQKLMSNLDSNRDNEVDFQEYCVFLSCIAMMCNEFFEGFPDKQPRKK
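Assay system: human S100A4 monomer with TAMRA-labelled myosin IIA peptide / Buffer or medium: Calcium-containing HEPES buffer, pH 7.2 / Reagent: TAMRA-labelled myosin IIA heavy-chain peptide probe, 5 nM / Compound: one dose per compound / Timing: polarization read 5 min after assay mix addition, stable 5–60 min / Benchmarks: neutral control DMSO, positive control TFP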
esBAF inh: inhibitors of esBAF chromatin remodeling in mouse ES cells; Bmi1-luciferase knock-in reporter, 24 h; 100% = twice the neutral-well signal; reporter increase, % at 12.5 µM; 350,000 tested, 2% active; AID 602393; in the data active = activation above about 40%; inconclusive = no clear call, values can overlap the other calls;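 also: 0% = median of the plate's neutral control wells and 100% = double that signal; a rise in the Bmi1 reporter signal indicates esBAF inhibition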
LGR2 inh: inhibitors of bursicon-induced Drosophila LGR2 receptor cAMP signaling; 380,000 tested, 0.35% active; inhibition, % at 9.99 µM; AID 720647; HEK293 LGR2, CRE-luciferase, bursicon-stimulated, 4 h;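 active = drop in luminescence signal, shown as inhibition above about 50% in the replicate tests, limit read from the data, passing the limit was not always enough; inconclusive = probably only some replicates passing the limit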;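 also: agonist challenge used bursicon conditioned medium at about half maximal strength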
* hit, by the source's call; ? = inconclusive; . = not tested or not shown. Some of the compounds tested, so the mix of outcomes need not match the whole.

| smiles | Casp6 inh | C2C12 statin | SIRT5 inh | FN deposit inh | S100A4 inh HTS | esBAF inh | LGR2 inh |
| --- | --- | --- | --- | --- | --- | --- | --- |
| Nc1ncnc2c1ncn2[C@@H]1O[C@H](CNCc2ccccc2OCC(=O)N2CCCCC2)[C@@H](O)[C@H]1O | -1 | -14 | -1 | 4 | -1 | -4 | 9 |
| CCc1n[nH]c(=S)n1/N=C/c1c(O)ccc2ccccc12 | -2 | 27 | -1 | -3 | 5 | -6 | 1 |
| Cc1ccc(OCC(=O)NCc2ccco2)cc1C | . | -2 | . | -4 | . | -2 | . |
| CO[C@@H]1CN(C)C(=O)c2ccc(NS(=O)(=O)c3c(C)noc3C)cc2OC[C@H](C)NC[C@H]1C | 1 | 5 | -3 | 0 | 1 | 2 | 8 |
| CCOC(=O)NC(=O)CSc1nnnn1-c1ccc(C)cc1 | . | -1 | . | 2 | . | -5 | . |
| COC(=O)N1C(=O)[C@@](c2ccccc2)(C2CCCCC2)N1C(=O)OC | 0 | 1 | 2 | 13 | -6 | 0 | 24 |
| O=C(Nc1cccc2c1CCCC2)c1ccccc1F | -1 | 4 | -4 | -3 | -2 | -8 | . |
| CO[C@H]1CC[C@@H]2CCOc3ccc(C#N)cc3C(=O)N(C)C[C@H](c3ccccc3)CC(=O)N(C)C[C@@H]1O2 | . | 17 | . | -2 | . | -4 | -1 |
| COc1ccc(CCCC(=O)NCCc2ccccc2)cc1 | 2 | 19 | . | 2 | -3 | -6 | 10 |
| Cc1cc(NC(=O)CSc2nc3c(c(=O)n2CCc2ccccc2)SC(C)C3)no1 (stereo not given) | -2 | -3 | 0 | 11 | -4 | 7 | . |
| COc1cc(/C=N/NC(=S)Nc2cccnc2)cc(OC)c1O | 4 | . | 0 | . | -6 | . | -2 |
| O=C(NCCc1ccccc1)C(=O)NCC1OCCN1S(=O)(=O)c1ccccc1 (stereo not given) | -1 | . | -9 | -5 | ? | . | -18 |
| FC(F)(F)c1ccnc(Oc2ccc(C3=NCCS3)cc2)c1 | 0 | -13 | 0 | -12 | -5 | 46* | . |
| CCC(=O)N1C[C@@H](C)[C@H](OC)CN(C)C(=O)c2ccc(NC(=O)c3ccccc3)cc2OC[C@@H]1C | 2 | 6 | -5 | -1 | -1 | -2 | 3 |
| CC(C)CCNC(=O)[C@H](Cc1ccccc1)N1Cc2ccccc2C1=O | 4 | 0 | 1 | 2 | -3 | -1 | 4 |
| Nc1c(C(=O)c2ccc(Cl)cc2)sc2nsc(SCCN3CCOCC3)c12 | -2 | -19 | -1 | -1 | -3 | -3 | . |
| COc1cc(CN(CC(C)C)S(=O)(=O)c2ccccc2Br)cc(OC)c1 | -4 | 9 | . | -33 | -3 | 2 | 11 |
| Cc1ccc(S(=O)(=O)c2nc(Nc3ccccc3C#N)sc2Cl)cc1 | 2 | . | 0 | 2 | -3 | . | 4 |
| Cc1ccc(-n2nc3c(c2NC(=O)CCC2CCCCC2)CS(=O)C3)cc1 (stereo not given) | 10 | 3 | 6 | 0 | -3 | -6 | 12 |
| CNC(=S)NNC(=O)c1ccc(=O)n(Cc2cccc(C(F)(F)F)c2)c1 | 1 | . | 0 | -18 | 1 | . | -33 |
| CCc1cccc(NC(=O)COC(=O)c2c(-c3ccccc3)noc2C)c1 | 2 | 15 | . | . | -2 | -6 | 29 |
| CC(C)CC(=O)N(c1nnc(-c2cccnc2)s1)C1CCCC1 | 1 | 4 | -1 | -9 | -4 | 9 | -14 |
| O=C(C[C@@H]1CC[C@H]2NC[C@H](O)COC[C@@H]2O1)NCCN1CCCCC1 | . | -14 | . | -21 | . | 7 | 5 |
| Cc1ccc(S(=O)(=O)N(C)C[C@@H]2OCCCC[C@@H](C)Oc3ccc(NC(=O)Nc4ccc(C(F)(F)F)cc4)cc3C(=O)N([C@@H](C)CO)C[C@@H]2C)cc1 | -1 | . | 4 | -4 | -3 | 1 | -9 |
| COc1ccc(C#Cc2ccc([C@H]3[C@@H](CO)N4CCCCN(C(=O)c5ccncc5)C[C@@H]34)cc2)cc1 | -1 | 53 | 2 | . | -1 | 20 | -12 |
| CC(C)=NNc1nc2c(c(=O)[nH]c(=O)n2C)n1CCCc1ccccc1 | 4 | -3 | 0 | -1 | -4 | -7 | -18 |
| CC(C)OCCCNC(=O)[C@H]1N2C(=O)c3ccccc3C2SC1(C)C (stereo not given in full) | -1 | -10 | -4 | . | -5 | -5 | -7 |
| Brc1ccc(Br)c2cnccc12 | -4 | . | -3 | -5 | 9 | . | 10 |
| Cc1cc(C)cc(CC2CC(=O)N(c3cc(C)on3)C2=O)c1 (stereo not given) | . | 12 | . | 8 | . | 4 | . |
| O=C(c1ccc(N2C(=O)C3CC=C(Cl)CC3C2=O)cc1)N1CCOCC1 (stereo not given) | . | 8 | . | 6 | . | -7 | 1 |

Next compounds.
| smiles | Casp6 inh | C2C12 statin | SIRT5 inh | FN deposit inh | S100A4 inh HTS | esBAF inh | LGR2 inh |
| --- | --- | --- | --- | --- | --- | --- | --- |
| Cn1cccc1-c1cc(C(=O)N/N=C/c2ccc([N+](=O)[O-])cc2)[nH]n1 | 1 | -63 | -3 | 6 | -3 | 1 | -9 |
| COc1ccc(Cl)cc1Nc1nc(C)cc(C)c1C(N)=O | . | -13 | . | . | . | -10 | -1 |
| O=C(NCCc1ccccc1)C(=O)NCC1(c2ccccc2)CCCC1 | . | 1 | . | 6 | . | -1 | . |
| O=C(Nc1cccnc1Cl)c1cc(-c2cccc(O)c2)on1 | 5 | -40 | -1 | -7 | -1 | 20 | -40 |
| CCOC(=O)c1cc(=O)[nH]c2ccccc12 | -3 | . | -2 | -10 | 6 | . | -28 |
| CCN(C[C@H]1N[C@@](C)(C(=O)OC)[C@H]2C(=O)N(C)C(=O)[C@@H]12)S(=O)(=O)c1ccc(OC)cc1 | 2 | 1 | -3 | 2 | -1 | 3 | -5 |
| COc1cc(/C=N/Nc2nncn2N)ccc1OCc1c(C)no[n+]1[O-] | 3 | -12 | 3 | 14 | 0 | -9 | -11 |
| C#CCOCCOCCOCCNc1nc(N2CCN(C(=O)Cn3cc(CCCCN)nn3)CC2)nc(N2CCN(C(=O)[C@H](C)n3cc(CCC(=O)O)nn3)CC2)n1 | . | 6 | . | 0 | . | -4 | -5 |
| O=C(Nc1c(S(=O)(=O)c2ccccc2)csc1Br)c1ccccc1Cl | 0 | . | . | 2 | -3 | . | -14 |
| CN(c1ccc(OCCOc2ccccc2Cl)cc1)S(=O)(=O)c1ccccc1 | -1 | -26 | 0 | -8 | -7 | -6 | 7 |
| CO[C@@H]1CN(C)C(=O)c2ccc(NC(=O)C3CC3)cc2OC[C@H](C)N(Cc2nccs2)C[C@@H]1C | 2 | -10 | -4 | -1 | 12 | -1 | -11 |
| CC(=O)c1cccc(NC(=O)C2C(c3ccccc3)C2(Cl)Cl)c1 (stereo not given) | 2 | . | 0 | 1 | 4 | . | 14 |
| NC(=O)c1ccccc1NS(=O)(=O)c1ccc(S(=O)(=O)N2CCCC2)cc1 | -3 | 10 | 0 | 4 | -2 | -4 | -4 |
| CCN(CC)c1ccc(N)cc1S(=O)(=O)Nc1ccc(OC)cc1 | 6 | -9 | . | -7 | -2 | 0 | 14 |
| COc1ccc(S(=O)(=O)Nc2ccc3c(c2)C(=O)N([C@@H](C)CO)C[C@H](C)[C@H](CN(C)C(=O)Nc2ccccc2)OCCCC[C@@H](C)O3)cc1 | . | . | . | -12 | . | -4 | 6 |
| COc1cc(CCC(=O)OCC(=O)N2CC(=O)Nc3ccccc32)cc(OC)c1OC | -2 | 0 | . | -1 | 2 | -11 | 15 |
| CCN(C(=O)CN1C(=O)S/C(=C\C=C\c2ccccc2)C1=O)C1CCS(=O)(=O)C1 (stereo not given) | -4 | 23 | -4 | 7 | 4 | 55* | 6 |
| COc1ccc(/C=N/NC(=O)CNS(=O)(=O)c2ccc(C)cc2)cc1 | 1 | . | 3 | 2 | 0 | . | 4 |
| O=C(Cn1ccc([N+](=O)[O-])n1)Nc1nccs1 | -5 | . | -1 | -1 | 1 | . | 18 |
| Cc1cc(=O)[nH]c2nc3ccccc3n12 | -2 | 3 | . | -8 | -4 | 8 | 3 |
| COCCCNC(=O)c1cn(CC(C)C)c(=O)c2c1c1ccccc1n2C | . | -8 | . | 2 | . | -2 | . |
| COc1ccccc1CCCNC(=O)C1CCC(=O)N(Cc2ccccc2F)C1 (stereo not given) | -4 | 0 | 0 | 1 | 10 | 46* | -75 |
| CN(C)/C=C(\C#N)c1nc2ccccc2[nH]1 | . | 14 | . | -3 | . | 13 | -9 |
| Cc1ccccc1NCC(=O)N/N=C\c1ccc2c(c1)OCO2 | 0 | . | -1 | -4 | -2 | . | . |
| COc1ccccc1-c1nc2ccccc2nc1-c1ccccc1 | 1 | -4 | -2 | -7 | 2 | -10 | 9 |
| COc1ccc(S(=O)(=O)Nc2cccc3c2O[C@@H](CN(C)CC2CCCCC2)[C@H](C)CN([C@H](C)CO)C3=O)cc1 | . | 17 | . | -10 | . | -4 | 5 |
| O=C(CSc1ccc(-c2nc3ccccc3[nH]2)cn1)Nc1ccc(S(=O)(=O)NC2CC2)cc1 | 2 | . | 5 | -4 | -6 | . | -34 |
| CO[C@@H]1CN(C)C(=O)c2ccc(NC(=O)NC(C)C)cc2OC[C@H](C)N(Cc2ccc(-c3ccccn3)cc2)C[C@H]1C | 0 | 16 | . | 0 | 1 | -2 | 1 |
| CCC(=O)N1CC(=O)N2[C@H](CO)[C@@H](c3ccc(-c4ccc(C#N)cc4)cc3)[C@H]2C1 | . | . | -1 | -18 | . | . | -11 |
| COc1cc(/C=N/O)cc(Br)c1OCc1cccc(Cl)c1 | . | 8 | . | 10 | . | 9 | . |

Other entries:
| smiles | Casp6 inh | C2C12 statin | SIRT5 inh | FN deposit inh | S100A4 inh HTS | esBAF inh | LGR2 inh |
| --- | --- | --- | --- | --- | --- | --- | --- |
| COc1ccccc1N1CN(S(=O)(=O)c2ccc(C)cc2)c2nc3ccccc3nc21 | 2 | -1 | -4 | -13 | 0 | 8 | -54 |
| O=C(c1ccncc1)N1CC2(C1)[C@H](c1ccccc1)[C@H](CO)N2CC1CC1 | 1 | . | -1 | -7 | -1 | . | -14 |
| CCOC(=O)Cn1c(-c2cccnc2Cl)nc2cc(Cl)c(Cl)cc21 | . | -12 | . | 9 | . | -1 | 27 |
| C[C@@H]1CCCCO[C@@H](CN(C)S(=O)(=O)c2ccc(Cl)cc2)[C@@H](C)CN([C@@H](C)CO)C(=O)c2cc(NC(=O)Nc3cccc4ccccc34)ccc2O1 | 3 | . | 7 | -14 | -3 | 4 | 21 |
| O=C1C(=O)N(c2ccccn2)C(c2ccc(F)cc2)/C1=C(/O)c1ccc(Br)cc1 (stereo not given) | 6 | 17 | -1 | 14 | 1 | 4 | -10 |
| COc1cccc(S(=O)(=O)N[C@@H]2CC[C@H](CCN)O[C@H]2CO)c1 | 2 | -15 | 7 | -4 | 19 | -1 | 5 |
| COc1ccc(Br)c2c1C(=O)CC2 | 2 | 3 | -2 | 1 | 1 | -6 | -12 |
| O=C1C(Cl)=C(N2CCCCCC2)C(=O)N1c1ccccc1Cl | 1 | 7 | 0 | -1 | 2 | -7 | -10 |
| CC(C)CC1NC(=O)N(Cc2cc(=O)n3ccsc3n2)C1=O (stereo not given) | 3 | . | . | . | 0 | . | -17 |
| C#CCN(C[C@@H]1[C@@H](OC(=O)NCc2ccco2)[C@@H](OC(=O)NCc2ccco2)Cn2c(=O)ccc(=O)n21)S(=O)(=O)c1ccc(C)cc1 | 3 | -12 | -3 | 7 | -7 | 6 | ? |
| CC(C)(C)C(=O)OC/C(N)=N/OC(=O)c1ccccc1 | -5 | 15 | -6 | 3 | 7 | 3 | 6 |
| COCCCn1c(SCC(=O)NC2CCCC2)nnc1-c1cccs1 | . | -4 | 1 | 2 | 1 | -3 | -1 |
